GalR3 antag: blocks the human galanin receptor 3; HEK293 GalR3-CNG cAMP membrane potential fluorescence; galR3 body fused to GalR1 C-terminus; inhibition, % at 3 µM; actives 0.44% (n = 360,000); AID 651719;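 active means inhibition above the screen-wide average plus 3 SD, cut at about 13% in these data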;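 further: forskolin and galanin both at EC90 stimulate the cells; cAMP rise reported by CNG channel membrane potential dye signal; 0% = forskolin plus galanin with DMSO and 100% = forskolin alone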
Target sequence (O60755 1-299 limits assumed): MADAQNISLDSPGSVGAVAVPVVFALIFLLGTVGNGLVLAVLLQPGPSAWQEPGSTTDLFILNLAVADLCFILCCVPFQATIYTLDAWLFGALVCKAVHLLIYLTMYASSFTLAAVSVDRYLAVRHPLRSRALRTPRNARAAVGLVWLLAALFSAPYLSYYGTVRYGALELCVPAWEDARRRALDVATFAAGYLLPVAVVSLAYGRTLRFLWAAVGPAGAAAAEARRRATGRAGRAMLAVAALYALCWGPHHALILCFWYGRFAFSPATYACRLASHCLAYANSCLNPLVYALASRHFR
* hit, by the source's call. Only part of the results is shown, so the mix of outcomes need not match the whole.

GalR3 antag,Structure
-4.0,COC(=O)Cc1ccc(OC2(C)CCN(Cc3ccc(-c4ccccn4)cc3)C2)cc1 (centres undefined)
-4.7,COC(=O)C1=C(C)N(Cc2cccc(C(F)(F)F)c2)C(=NCc2cc(OC)c(OC)c(OC)c2)NC1c1cccc(Cl)c1 (centres undefined)
-3.2,O=C(NCc1cccs1)c1cccc2c(-c3ccc(F)c(F)c3)coc12
-5.0,COCCNC(=O)c1cc(-c2ccccc2)sc1N
-6.0,Cc1ccc(Cc2c(C3CCCCC3)nc3c4ccccc4ccn23)cc1
-3.5,COC(=O)c1cnc(NC(=O)C2(C)CCN2C(=O)C(C)C)s1 (centres undefined)
1.6,Nc1nc2c(Br)ccc(Br)c2cc1C(=O)NCc1cccc2ccccc12
-7.1,CCC(c1nnnn1-c1ccc2c(c1)OCCO2)N1CCN(C(=O)C2CCCO2)CC1 (centres undefined)
-3.4,Cc1cc(C)c(S(=O)(=O)NN=C2c3ccccc3[C@H]3Cc4csc[n+]4[C@@H]23)c(C)c1
-6.0,COc1ccc(C(c2nnnn2-c2ccc(OC)cc2)N2CCN(C/C=C/c3ccccc3)CC2)cc1 (centres undefined)
-6.0,Cc1ccc(S(=O)(=O)N(C)[C@H]2C[C@H]3c4cc(-c5ccc6c(c5)OCO6)ccc4CCN3C[C@H]2[C@H](C)O)cc1
-6.0,CC1CCCN(c2cccc3c2S(=O)(=O)N(Cc2cccc(Cl)c2)[C@@H](C)[C@H](c2ccccc2)O3)C1 (some centres undefined)
-1.5,CC1(C(=O)Nc2cccc(Oc3ccccc3)c2)CCN1Cc1cc2ccccc2o1 (centres undefined)
-7.8,COc1cccc(C(=O)N[C@H](C(=O)N2CCC[C@H]2C(=O)NCCc2ccccc2Cl)C2CCCCC2)c1
-3.0,O=C(NCc1cccs1)C1Cc2c(-c3ccccc3Oc3ccccc3)ccnc2O1 (centres undefined)
-9.3,Cc1ccc2nc(C3CCCCC3)c(Cc3ccccc3C(F)(F)F)n2c1
-3.9,CCOC(=O)C1=C[C@@H](C(C)(C)C)N(S(=O)(=O)c2ccc(C)cc2)[C@H]1c1ccc(OC)cc1
-4.6,CC1(C(=O)NCc2cccc(C(F)(F)F)c2)CCN1Cc1ccc(-c2ccccc2)o1 (centres undefined)
-2.3,CCc1nc2ccc(C(=O)Nc3ccc4c(c3)OCC(=O)N4)cn2c1N(C)Cc1nccn1C
-4.3,Cc1cccc(C)c1-n1nnnc1C(c1ccnc2ccccc12)N1CCCN(C(=O)OC(C)(C)C)CC1 (centres undefined)
-8.2,COc1ccccc1CNc1nc(Oc2cccc(F)c2)c2sccc2n1
-8.0,CCCNC(=O)C1(C)CCN(C(=O)c2c(Cl)cccc2Cl)C1 (centres undefined)
-1.6,COc1ccccc1Cc1c(-c2ccccc2)nc2c(C)cc(Br)cn12
-6.3,COC(=O)[C@@]12C[C@@H](CC(=O)NCc3cccc4ccccc34)C(=O)N(Cc3ccccc3)C1=CCC(C)(C)C2
-4.6,OCC1OC(C(N=Nc2ccccc2)=NNc2ccccc2)C(O)C1O (centres undefined)
-3.7,CSCCC(NC(=O)OCc1ccccc1)C(=O)NC(Cc1c[nH]c2ccccc12)C(=O)O (centres undefined)
-5.8,CN1CCCCC1(C)C(=O)NCc1ccc(C(C)(C)C)cc1 (centres undefined)
-7.0,CCCCC(=O)N(C)c1c(C)nc2ccc(C(=O)N(C)Cc3ccco3)cn12
-8.0,C[C@H](c1ccccc1)N1C[C@@H](COCc2ccccc2)Oc2cc(N3CC[C@@H](N(C)C)C3)ccc2S1(=O)=O
-9.1,COc1ccccc1CCn1cnc(-c2ccc(F)cc2)c1C(C)C
-3.2,CC(C)C[C@@H](CN1CCC[C@@H]1CN1C(=S)NC[C@@H]1Cc1ccc(O)cc1)N1C[C@H](Cc2ccc(O)cc2)N(CCc2ccccc2)C1=S
10.3,C=C1C(=O)[C@]23C[C@H]1CCC2[C@@]1(C)C(C[C@@H]3O)[C@](C)(C(=O)OC)CC[C@@H]1OC(C)=O (some centres undefined)
-5.2,Cc1ccccc1S(=O)(=O)NC(=O)C1(C)CCN1C(=O)c1c(C)noc1C (centres undefined)
-8.9,CN1CCCCC(NC(=O)c2cccc(F)c2)C1=O (centres undefined)
-4.7,CCCS(=O)(=O)NC(=O)C1(C)CCN(C(=O)c2cc(OC)c(OC)c(OC)c2)C1 (centres undefined)
-6.0,O=C1NC[C@H](CCCCN2CCN(CCC3CCCCC3)C(=O)C2=O)N(CC2CCCCC2)C1=O
-8.0,CC1(Cc2ccc(F)cc2)C(=O)Nc2c(Cl)ccc(Cl)c21 (centres undefined)
10.6,O=c1[nH][nH]c2c1[C@H](C1CCCC1)O[C@H](CCc1ccccc1)C2
-5.9,O=S1(=O)CC(N2CCC(Cc3ccccc3)CC2)CN1CCc1ccccc1 (centres undefined)
-4.3,CCOC(=O)C1(C)CCCCCN1C(=O)c1ccc(SC(F)(F)F)cc1 (centres undefined)
-7.9,O=C(N[C@H](C(=O)N1CCC[C@H]1C(=O)NCCc1ccccc1Cl)C1CCCCC1)c1cccs1
-7.6,CC(C)(C)NC(=O)C(C1CC1)n1c(-c2ccccc2)nc2ccccc21 (centres undefined)
-5.6,CCc1cccc(CC)c1NC(=O)c1ccc(-c2cc(Cl)ccc2Cl)o1
-5.4,COc1ccccc1CNc1nc(NCc2ccc(NC(C)=O)cc2)c2sccc2n1
-5.4,Brc1ccc(CN2CCCc3nc(-c4ccccc4)ccc32)cc1
-7.3,CCNC(=O)C1(C)CCN(Cc2ccc(OC(F)(F)F)cc2)C1 (centres undefined)
-5.4,c1cc(N2CCOCC2)ccc1-c1ccc2nncn2c1
-7.9,NC(Cc1ccccc1)c1csc(NC(=O)c2cccc(OC(F)(F)F)c2)n1 (centres undefined)
-0.1,CCOC(=O)C1=CC[C@@H](c2ccccc2)N(S(=O)(=O)c2ccc(C)cc2)[C@H]1C#N
-6.5,C[C@H](CO)N1C[C@H](C)[C@@H](CN(C)C(=O)Nc2ccc(N3CCN(C)CC3)cc2)OCc2cn(nn2)CCCC1=O
-8.5,CC(C)c1ccc(CN2CCC(C)(Oc3ccc(Cl)cc3)C2)cc1 (centres undefined)
-3.5,Cc1cccc(COC[C@H](CC(C)C)N2CCN(C(=O)c3ccc(C(C)(C)C)cc3)CCC2=O)c1
-4.5,O=S1(=O)c2c(cccc2N2CCCCC2)O[C@H](COCc2ccccc2)CN1C1CC1
-4.8,COC(=O)[C@@]12C[C@@H](CC(=O)NCCC(C)C)C(=O)N(CCc3ccc(OC)c(OC)c3)C1=CCC(C)(C)C2
-6.3,Cc1cc(-c2cc(NC(=O)Cc3c[nH]c4ccccc34)ccc2N(C)c2cccnc2)ccc1F
3.1,Fc1cccc(Cc2c(-c3ccccc3)nc3c4ccccc4ccn23)c1
-8.1,O=C1NC[C@@H]2CCCN2C1=O
-5.9,CC1(c2nnnn2-c2ccc3c(c2)OCCO3)CCC(=O)N1CCCN1CCOCC1 (centres undefined)
-9.0,COC(=O)C1=C(C)N(Cc2ccc(Br)cc2)C(=S)NC1c1ccc(OC)cc1 (centres undefined)
-3.1,C=CCCC1CN(Cc2ccc(OC)cc2)S(=O)(=O)c2c(Oc3ccc(F)cc3OC)cccc2O1 (centres undefined)

Among those listed so far, these have two or more sulfur atoms:
GalR3 antag,Structure
-3.4,Cc1cc(C)c(S(=O)(=O)NN=C2c3ccccc3[C@H]3Cc4csc[n+]4[C@@H]23)c(C)c1
-3.2,CC(C)C[C@@H](CN1CCC[C@@H]1CN1C(=S)NC[C@@H]1Cc1ccc(O)cc1)N1C[C@H](Cc2ccc(O)cc2)N(CCc2ccccc2)C1=S

The list continues:
GalR3 antag,Structure
-6.6,COc1ccccc1-c1cnc(C(O)c2ccc(C)cc2)[nH]1 (centres undefined)
-3.7,COc1ccc(-n2nnnc2C2(C)CCC(=O)N2Cc2ccccc2)cc1 (centres undefined)
-8.1,COc1ccc(-c2cc(NC(C)=O)c3ncc(-c4ccccc4)n3c2)c(OC)c1
-5.5,CCN=C1NC(CCc2ccccc2)C(C(=O)OC)=C(C)N1Cc1ccc(C(F)(F)F)cc1 (centres undefined)
0.6,COc1cccc(C(O)c2nc(-c3cccc(CO)c3)cs2)c1 (centres undefined)
-7.0,Cc1cn([C@H]2C[C@H](O)[C@@H](/C=C/C(=O)NCc3cccc4ccccc34)O2)c(=O)[nH]c1=O
-7.4,CN1CCN(c2ccc3c(c2)OC[C@@H](Cc2ccccc2)NS3(=O)=O)CC1
-4.9,COCCN1Cc2cc(C(=O)OC)c3c(c2C1=O)c1cc(OC)ccc1n3S(C)(=O)=O
-6.2,Cn1c(=O)c2cc(NC(=O)Nc3ccccc3)ccc2n1Cc1ccccc1
-3.0,Cn1cc(CC(=O)Nc2ccc(Nc3cccnc3)cc2)c2ccccc21
-6.2,COc1cc(-c2cc3nc(NCc4ccco4)ccn3n2)cc(OC)c1OC
-7.1,CCCNC(=O)C1(C)CCCN(C(=O)c2ccccc2F)C1 (centres undefined)
-0.5,CC(C)(C(=O)N1CCC1(C)C(=O)Nc1ccccc1Br)c1ccccc1 (centres undefined)
-5.6,CCNC(=O)C1CCCN(C(=O)c2ccc3snnc3c2)CC1 (centres undefined)
-7.1,COc1ccc2nc3n(c(=O)c2c1)-c1ccc(Cl)cc1C(=O)NC3Cc1ccccc1 (centres undefined)
1.7,CCc1cc2c(nc1CC)CCCN2CCOC
-8.9,CC(=O)N1CCC(C(=O)N2c3ccccc3N=C(c3ccc4c(c3)OCO4)C2C(=O)Nc2c(C)cccc2C)CC1 (centres undefined)
-5.1,Cc1ccc(Cc2c(-c3ccc(C#N)cc3)nc3c4ccccc4ccn23)cc1
2.3,CCCCNC(=O)C1(C)CCN1C(=O)c1cc(F)ccc1C (centres undefined)
-4.8,Cc1cncc(NCc2ccc3c(c2)OCO3)n1
-7.0,O=C(NCc1cccs1)c1ccc2sc([C@H]3C[C@H](O)[C@@H](CO)O3)nc2c1
-5.5,O=Cc1ccc([B-](F)(F)F)o1
-4.9,O=C1c2c(-c3ccc(Br)cc3)noc2CCN1Cc1cn(-c2ccccc2)nn1
-3.8,C[C@H](O)[C@@H]1C(=O)N2CCc3c([nH]c4cccc(-c5ccccc5)c34)[C@@H]2C[C@@H]1N(C)C(=O)OCc1ccccc1
-8.5,COC(=O)c1cc2c(c3c4ccccc4n(S(=O)(=O)c4cccc(C)c4)c13)C(=O)N(C)C2
-5.1,CS(=O)(=O)c1ccc(Nc2nc(C(N)c3ccccc3)cs2)cc1 (centres undefined)
-7.1,COc1ccc(Cn2cc(CN3CCc4onc(-c5ccccc5OC)c4C3=O)nn2)cc1
-0.2,CC1(Cc2ccc(F)cc2)C(=O)Nc2ccc(-c3cccnc3)cc21 (centres undefined)
-7.5,CC(C)(C)NC(=O)C(c1ccccc1F)n1c(=O)c(-c2ccccc2)nc2ccccc21 (centres undefined)
-0.7,Cc1cnc(CNC(=O)c2csc([C@@H]3C[C@H](O)[C@@H](CO)O3)n2)cn1
-3.9,COc1cc2c(cc1OC)CN1CCc3cc(OC)c(OC)cc3C1C2 (centres undefined)

Structures above that have an aryl methoxy group, in the order listed:
GalR3 antag,Structure
-4.7,COC(=O)C1=C(C)N(Cc2cccc(C(F)(F)F)c2)C(=NCc2cc(OC)c(OC)c(OC)c2)NC1c1cccc(Cl)c1 (centres undefined)
-6.0,COc1ccc(C(c2nnnn2-c2ccc(OC)cc2)N2CCN(C/C=C/c3ccccc3)CC2)cc1 (centres undefined)
-7.8,COc1cccc(C(=O)N[C@H](C(=O)N2CCC[C@H]2C(=O)NCCc2ccccc2Cl)C2CCCCC2)c1
-3.9,CCOC(=O)C1=C[C@@H](C(C)(C)C)N(S(=O)(=O)c2ccc(C)cc2)[C@H]1c1ccc(OC)cc1
-8.2,COc1ccccc1CNc1nc(Oc2cccc(F)c2)c2sccc2n1
-1.6,COc1ccccc1Cc1c(-c2ccccc2)nc2c(C)cc(Br)cn12
-9.1,COc1ccccc1CCn1cnc(-c2ccc(F)cc2)c1C(C)C
-4.7,CCCS(=O)(=O)NC(=O)C1(C)CCN(C(=O)c2cc(OC)c(OC)c(OC)c2)C1 (centres undefined)
-5.4,COc1ccccc1CNc1nc(NCc2ccc(NC(C)=O)cc2)c2sccc2n1
-4.8,COC(=O)[C@@]12C[C@@H](CC(=O)NCCC(C)C)C(=O)N(CCc3ccc(OC)c(OC)c3)C1=CCC(C)(C)C2
-9.0,COC(=O)C1=C(C)N(Cc2ccc(Br)cc2)C(=S)NC1c1ccc(OC)cc1 (centres undefined)
-3.1,C=CCCC1CN(Cc2ccc(OC)cc2)S(=O)(=O)c2c(Oc3ccc(F)cc3OC)cccc2O1 (centres undefined)
-6.6,COc1ccccc1-c1cnc(C(O)c2ccc(C)cc2)[nH]1 (centres undefined)
-3.7,COc1ccc(-n2nnnc2C2(C)CCC(=O)N2Cc2ccccc2)cc1 (centres undefined)
-8.1,COc1ccc(-c2cc(NC(C)=O)c3ncc(-c4ccccc4)n3c2)c(OC)c1
0.6,COc1cccc(C(O)c2nc(-c3cccc(CO)c3)cs2)c1 (centres undefined)
-4.9,COCCN1Cc2cc(C(=O)OC)c3c(c2C1=O)c1cc(OC)ccc1n3S(C)(=O)=O
-6.2,COc1cc(-c2cc3nc(NCc4ccco4)ccn3n2)cc(OC)c1OC
-7.1,COc1ccc2nc3n(c(=O)c2c1)-c1ccc(Cl)cc1C(=O)NC3Cc1ccccc1 (centres undefined)
-7.1,COc1ccc(Cn2cc(CN3CCc4onc(-c5ccccc5OC)c4C3=O)nn2)cc1
-3.9,COc1cc2c(cc1OC)CN1CCc3cc(OC)c(OC)cc3C1C2 (centres undefined)
